# XBP1 UPR activ: adaptive UPR (XBP1) activation; CHO-XBP1 luciferase reporter, IRE1-XBP1 UPR activation, luminescence; percent of tunicamycin response, DMSO as zero; activation, % at 20 µM; hit rate 0.33% among 330,000; AID 463104;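 active = versus positive control, 20 µM dose yields 30% or more activation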;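 also: 100% = tunicamycin at 10 µg/mL and 0% = DMSO only wells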
#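 incubation = overnight seeding at 37 °C, 6 h compound treatment at 37 °C | assay system = CHO-XBP1 cells stably carrying IRE1-XBP1-driven luciferase reporter | input = 1000 cells per well | detection = luciferase luminescence | dosing = single point, 20 µM final compound, 1% DMSO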
# Mdm2-MdmX inh: human Mdm2/MdmX binding inhibition. O15151+Q00987. SaOS-2 split-luciferase Mdm2/MdmX complementation, luminescence. inhibition, % at 8 µM. hit rate 3% among 330,000. AID 485346;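 active = inhibition of at least 50% at 8 µM in the primary screen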
# CXCR6 block: CXCR6 (human) receptor inhibition | hit rate 0.36% among 360,000 | CHO-K1 PathHunter CXCR6 beta-arrestin, luminescence | AID 602244 | O00574 | inhibition, % at 20 µM; in the data active = inhibition above about 34%, passing the limit was not always enough;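 also: antagonist mode with CXCL16 agonist at 10 nM final; 0% = 10 nM CXCL16 with DMSO and 100% = unstimulated wells without agonist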
# Target sequence (O00574 whole entry, looked up): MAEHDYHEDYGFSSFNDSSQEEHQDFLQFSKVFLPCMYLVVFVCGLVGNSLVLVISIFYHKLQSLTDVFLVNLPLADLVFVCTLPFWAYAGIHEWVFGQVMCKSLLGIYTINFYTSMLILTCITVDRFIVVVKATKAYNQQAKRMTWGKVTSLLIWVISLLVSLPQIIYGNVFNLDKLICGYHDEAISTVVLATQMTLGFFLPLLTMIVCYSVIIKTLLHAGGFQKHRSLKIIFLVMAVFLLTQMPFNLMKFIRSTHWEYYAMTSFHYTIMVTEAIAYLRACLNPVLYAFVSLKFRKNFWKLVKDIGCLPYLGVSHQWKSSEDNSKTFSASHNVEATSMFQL
# CCR6 antagonist: blocks CCL20-driven beta-arrestin recruitment at human CCR6; CHO-K1 CCR6 PathHunter beta-arrestin, luminescence, CCL20-stimulated; inhibition, % at 20 µM; hit rate 0.49% among 340,000; P51684;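 active = compounds whose inhibition of the agonist-driven luminescence signal at 20 µM reaches about 50%, limit read from the data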;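 also: cells stimulated with CCL20 at 14 nM final; plate controls were DMSO with CCL20 for no effect and DMSO without agonist for full effect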
# EBI2 antag: EBI2 (human) antagonism; P32249; EBI2 beta-arrestin recruitment, luminescence, 7a,25-OHC stimulated; inhibition, % at 5 µM; hit rate 0.81% among 360,000; in the data active = inhibition above about 38%;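 also: enzyme fragment complementation signal reports receptor beta-arrestin coupling in cells; 0% = agonist plus DMSO wells and 100% = wells without agonist; some results beyond the cut were filed as inactive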
# Target sequence (P32249 whole entry, looked up, the tested form may be a part): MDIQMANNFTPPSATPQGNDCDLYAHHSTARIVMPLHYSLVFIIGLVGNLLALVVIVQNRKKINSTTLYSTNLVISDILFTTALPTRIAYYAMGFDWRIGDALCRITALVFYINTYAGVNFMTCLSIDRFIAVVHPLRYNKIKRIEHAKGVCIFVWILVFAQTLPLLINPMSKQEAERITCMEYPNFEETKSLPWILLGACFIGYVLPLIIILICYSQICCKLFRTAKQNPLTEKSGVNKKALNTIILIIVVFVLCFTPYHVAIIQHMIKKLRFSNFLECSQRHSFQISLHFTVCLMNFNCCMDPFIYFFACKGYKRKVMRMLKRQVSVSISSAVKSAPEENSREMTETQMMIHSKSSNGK
# CHOP UPR activ: activators of apoptotic arm of unfolded protein response (CHOP); hit rate 0.34% among 330,000; CHO-CHOP luciferase reporter, UPR activation, luminescence; percent of tunicamycin response over DMSO baseline; activation, % at 10 µM;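 active = at 10 µM dose, activation of 40% or more, normalized to positive control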;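 also: 100% = tunicamycin at 10 µg/mL and 0% = DMSO alone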
#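 System: CHO-CHOP luciferase reporter cell line | Buffer or medium: F12 medium containing 10% fetal bovine serum | Doses: One dose, 10 µM in 0.5% DMSO | Times: 6 h compound exposure at 37 °C after overnight seeding | Signal: Luciferase luminescence | Read-out: % activation vs tunicamycin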
# APJ antagonist: blocks the human apelin receptor APJ; P35414; AID 2521; CHO-K1 APJ beta-arrestin complementation, luminescence; inhibition, % at 20 µM; hit rate 0.32% among 330,000;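 active = inhibition above about 40% at 20 µM, limit read from the data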;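 also: cells challenged with 10 nM apelin-13 agonist together with compound; plate controls were apelin-13 plus DMSO wells for no effect and DMSO wells lacking apelin-13 for full effect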
# Target sequence (P35414 whole entry, looked up): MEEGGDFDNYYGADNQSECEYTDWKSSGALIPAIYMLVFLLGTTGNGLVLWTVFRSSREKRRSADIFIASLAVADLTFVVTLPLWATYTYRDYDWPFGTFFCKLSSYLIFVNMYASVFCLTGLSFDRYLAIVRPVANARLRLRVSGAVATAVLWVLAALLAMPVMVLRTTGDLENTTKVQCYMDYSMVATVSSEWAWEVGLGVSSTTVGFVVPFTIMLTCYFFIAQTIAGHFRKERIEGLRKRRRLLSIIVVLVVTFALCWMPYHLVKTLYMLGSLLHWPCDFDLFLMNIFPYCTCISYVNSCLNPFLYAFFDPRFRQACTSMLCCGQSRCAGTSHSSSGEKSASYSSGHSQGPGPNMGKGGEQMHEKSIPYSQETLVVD
# APJ ag: APJ receptor agonism; activation, % at 20 µM; P35414; hit rate 0.11% among 330,000; CHO-K1 APJ PathHunter beta-arrestin, luminescence; 0% DMSO wells, 100% apelin; AID 2520;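 active = activation more than six SD over the plate average, tested at 20 µM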;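 also: 0% = DMSO alone and 100% = apelin-13 at 10 nM; some results filed as inactive read as strong as hits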
#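 Test system – PathHunter CHO-K1 APJ (AGTRL-1) beta-arrestin reporter cells · Input – 1000 cells/well · Compound – single test compound dose, 20 µM final, 1% DMSO · Times – compound stimulation 90 min at 25 °C, detection 60 min · Technique – beta-gal luminescence · Read-out basis – APJ–arrestin association signal · Control set – negative DMSO alone, positive Apelin-13 at 10 nM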
# tim23-1 inh: tim23-1 yeast growth inhibition; inhibition, % at 20 µM; S. cerevisiae tim23-1 growth, BacTiter-Glo luminescence, 24 h; hit rate 1.3% among 330,000;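 active = growth inhibition of the mutant yeast at or above 50%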;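 also: temperature-sensitive mutant grown at 25 °C; plate controls were DMSO-treated mutant yeast for no effect and medium wells lacking yeast for full effect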
# Active calls of the source: *; x = not tested or not shown.
# Fields: XBP1 UPR activ	Mdm2-MdmX inh	CXCR6 block	CCR6 antagonist	EBI2 antag	CHOP UPR activ	APJ antagonist	APJ ag	tim23-1 inh
- CCOC(=O)C1C(c2cccs2)NC(=O)N(C)C1(O)C(F)(F)F (configuration not stated)
→ 1	9	3	16	-12	0.1	9	-4	14
- COc1ccc(O)c(-c2nc(N)nc(N)n2)c1
→ 0	47	-9	-6	-14	1.1	-4	0	2
- CCc1c(C)nc(SCC(=O)N2C(C)CCCC2C)[nH]c1=O (configuration not stated)
→ 0	7	-3	2	1	0.7	-15	1	16
- Cc1sc(NC(=O)c2oc3ccccc3c2C)c(C#N)c1C
→ 0	-6	6	-5	-7	1.9	2	0	7
- Cc1cccc2nc(=S)n(C(=O)c3ccco3)n12
→ 3	-158	3	-5	-1	4.0	11	-3	1
- O=C1/C(=C/c2cccnc2)SC(=S)N1CCc1ccccc1
→ 1	21	-5	8	2	3.8	-3	1	23
- CC1(C)OC(c2ccccc2)=C/C(=C\C=N\NC(=O)c2ccncc2)O1
→ 5	18	-2	25	-2	0.2	15	4	12
- CC(C)OC(=O)/C(=C\C=C\c1ccccc1)NC(=O)c1ccccc1
→ -2	11	3	7	13	-2.3	-10	-4	1
- COc1ccc(N2CCN(C(=O)C3CCCN(S(=O)(=O)c4ccc(C)cc4)C3)CC2)cc1 (configuration not stated)
→ -4	4	-11	6	9	-1.4	2	-1	21
- NS(=O)(=O)OCC(Cc1ccccc1)N1C(=O)c2ccccc2C1=O (configuration not stated)
→ -3	-29	6	8	-7	-1.9	7	-5	5
- C=CCn1c(COc2ccc(OC)cc2)nnc1SCn1nnc2ccccc2c1=O
→ -1	16	4	-2	-5	-0.7	5	1	17
- Cc1ccccc1CNC(=O)C(=O)NCC1CCCN1S(=O)(=O)c1ccccc1 (configuration not stated)
→ -2	11	-3	13	11	0.7	-38	-1	7
- COc1cc(-c2nnc3n2N=C(c2ccccc2)CS3)cc(OC)c1OC
→ 5	74*	2	2	10	0.1	-8	-4	8
- CC(C)COc1ccc(C(=O)OC2CC(C)(C)OCC2CN(C)C)cc1 (configuration not stated)
→ 1	31	-11	0	-4	-0.9	1	0	7
- CCCCc1ccc(NC(=O)C(C)CC)cc1 (configuration not stated)
→ 8	5	0	5	3	2.5	-21	0	37
- CC(C)N(CCCNC(=O)C1CCC(CNS(=O)(=O)c2ccccc2)CC1)Cc1ccccc1 (configuration not stated)
→ -2	-4	-1	8	2	-1.0	-5	-2	12
- COc1ccc(C2C(=O)c3ccccc3C2=O)c(OC)c1
→ 0	-261	16	9	12	4.0	-3	4	27
- Cc1ccc(N(C)S(=O)(=O)c2cccc(C(=O)Nc3nnc(C4CC4)s3)c2)cc1
→ 0	28	-1	-7	10	-2.7	6	-3	3
- COc1ccc(NC(=O)c2cc(C)nc3ccccc23)c(OC)c1
→ 0	21	-6	2	-2	0.7	-11	-1	-1
- Cc1ccc(C)c(S(=O)(=O)NCC(=O)NCc2ccco2)c1
→ -1	-14	-7	15	-9	-0.7	-6	0	2
- Cc1cc(C)cc(NC(=S)NC(=O)Cc2ccccc2)c1
→ 1	32	3	-1	25	0.1	-17	6	47
- O=C(CSc1nc2nccnc2c(=O)n1Cc1cccs1)Nc1ccccc1F
→ -3	33	9	15	-2	-1.2	3	-2	8
- O=[N+]([O-])c1ccccc1/C=N/NC1=NS(=O)(=O)c2ccccc21
→ -3	-15	15	23	-19	0.0	27	-4	5
- Cc1ccc(NC2CCCN(C(=O)CCC3=NNC(=O)CC3)C2)cc1C (configuration not stated)
→ -4	12	-3	13	-9	-1.2	1	-1	-13
- O=C(Cn1ncc(Cl)c(Cl)c1=O)N1CCOCC1
→ 1	25	-2	5	-2	1.5	9	-1	17
- O=S(=O)(/C=C/c1ccccc1)N1CCc2ccccc2C1
→ -5	-15	-20	19	1	4.2	1	-2	13
- O=C(COc1ccccc1Cl)NCCNC(=O)c1ccco1
→ 2	-5	-4	8	-1	-0.7	-11	-2	0
- CCOc1cc(C(=O)NCc2nnc(SCC(=O)OC)n2C)cc(OCC)c1OCC
→ 0	-4	-2	-5	-6	4.3	17	1	2
- Cc1ccc(N2CCCn3c2cc(C)c(C#N)c3=O)cc1Cl
→ 0	3	1	20	12	-0.5	-12	2	9
- CC(=O)c1cccc(S(=O)(=O)N(CCCO)Cc2cc3ccc(C)cc3[nH]c2=O)c1
→ -3	5	6	-6	-3	-1.9	27	5	27
- CC(=O)Nc1ccc(NC(=O)C(C)OC(=O)c2cc(S(=O)(=O)N3CCOCC3)ccc2Cl)cc1 (configuration not stated)
→ -2	5	6	12	-7	-1.5	2	12	8
- CCNc1nc(NCC)nc(N(C)n2cnnc2)n1
→ 0	15	-12	-3	-9	-2.5	-3	-2	0
- O=C(Nc1cccnc1)c1cc2c(ccc3ccccc32)o1
→ -3	-165	-6	20	8	2.7	-4	-1	1
- COC(=O)C(Cc1c[nH]c2ccccc12)NC(=O)c1cccc(S(=O)(=O)N2CCCCC2)c1 (configuration not stated)
→ 0	9	7	-6	-3	0.0	-63	-3	9
- O=[n+]1c2c(n([O-])c3cc(F)c(N4CCCC4)cc31)CCCC2
→ 5	-4	0	5	0	2.1	-4	5	0
- CC(C)CNC(=O)C1C2C=CC(C2)C1C(=O)O (configuration not stated)
→ 4	-10	-4	-25	5	-1.5	-1	-2	2
- CC1CCCCC1NC(=O)C(Cc1ccccc1)NS(=O)(=O)c1cccs1 (configuration not stated)
→ -3	10	3	5	-3	-1.2	13	2	15
- CCOC(=O)C1=C(N)Oc2c(oc(CO)cc2=O)C1c1ccc(Cl)cc1 (configuration not stated)
→ 1	16	-5	6	2	-2.0	8	1	-2
- CCn1c(SCC(=O)NCCc2ccccc2)nc2c([nH]c3ccccc32)c1=O
→ -3	59*	7	10	13	0.4	13	-11	-18
- C=CCSc1nc2ccccc2n1Cc1nnc(-c2cccs2)o1
→ 0	-4	-2	3	2	0.6	3	-3	17
- COc1ccc(-c2nnc3n2-c2ccccc2SC3)cc1OC
→ 0	-36	-4	-1	-6	1.1	7	0	1
- O=c1/c(=C/c2ccc(CNS(=O)(=O)c3ccccc3)o2)sc2n1CCN=2
→ -3	32	6	-7	-3	-0.5	7	-2	2
- CC1=C(C(=O)OC(C)(C)C)C(c2ccc(Br)cc2)NC(=O)N1CCCC(=O)O (configuration not stated)
→ -3	9	x	1	x	-1.7	-12	-2	17
- COC(=O)c1c(NC(=O)COC(=O)c2ccccc2O)sc2c1CCCCC2
→ 2	30	3	1	14	1.6	1	-5	-3
- O=C1CC(NNc2ccccc2)C(=O)N1c1ccccc1 (configuration not stated)
→ 1	4	-2	-2	-7	1.5	4	-4	8
- CC(C)C(NC(=O)c1ccc(F)cc1)C(=O)N1CCN(c2ccccn2)CC1 (configuration not stated)
→ -3	28	-1	-5	-4	-1.8	-3	-1	20
- CC(=O)N1C(C(=O)O)Cc2c([nH]c3ccccc23)C1C (configuration not stated)
→ -1	14	7	6	-9	-0.7	-3	-3	5
- Cc1ccc(-n2cc(CCCCCCCCC(=O)O)nn2)cc1
→ -1	-7	-6	5	0	1.0	3	3	-6
- COc1ccc(NS(=O)(=O)c2cc(NC(=O)/C=C/c3ccccc3OC)ccc2N2CCCCC2)cc1
→ -3	41	-9	1	-6	3.7	-6	3	21
- CN1C(=O)C(CCC(=O)O)NC1=S (configuration not stated)
→ -4	-16	-4	9	-4	0.2	18	-2	-1
- CCOc1ccccc1NC(=O)c1cccc(NC(=O)C(C)C)c1
→ -3	-15	-13	-2	1	-1.3	2	-4	27
- O=c1[nH]cnc2c1N=C(c1cccc([N+](=O)[O-])c1)CC(c1ccccc1)N2 (configuration not stated)
→ -1	-4	1	0	-1	-2.9	-7	-1	28
- COc1cccc(NC(=S)C(C#N)=C2N(C)c3ccccc3N2C)c1
→ 0	-8	1	-9	-14	-0.7	9	1	3
- CCOC(=O)/C(N=Nc1sc(C(=O)OC)c(C)c1C(=O)OCC)=C(\O)CCl
→ -2	-15	7	22	6	-3.3	7	4	23
- COc1ccc(NC(=O)c2c(Cl)n(C)c3ccccc23)cc1
→ 3	26	-2	13	-4	3.1	-8	-3	10
- CC(=O)Nc1cccc(NS(=O)(=O)c2c(C)noc2C)c1
→ 1	0	-4	-4	-3	0.7	-12	-1	12
- CCOC(=O)N1CCN(C(=O)Cc2ccc(Cl)cc2)CC1
→ -2	-34	-17	13	7	-1.4	2	2	5
- Cc1c(NC(C)c2ccccc2O)c(=O)n(-c2ccccc2)n1C (configuration not stated)
→ 0	-17	-6	4	7	1.0	-3	1	14
- O=C1CC(C2CCCO2)C(=O)N1c1ccc(Cl)c(Cl)c1 (configuration not stated)
→ 1	-37	-1	14	3	0.4	4	4	8
- O=C(CC1CCCC1)Nc1cc(C(F)(F)F)ccc1-n1cncn1
→ -1	0	-1	-4	-1	-0.7	-4	-4	8

# Structural class: those above containing a nitro group on carbon
# Fields: XBP1 UPR activ	Mdm2-MdmX inh	CXCR6 block	CCR6 antagonist	EBI2 antag	CHOP UPR activ	APJ antagonist	APJ ag	tim23-1 inh
- O=[N+]([O-])c1ccccc1/C=N/NC1=NS(=O)(=O)c2ccccc21
→ -3	-15	15	23	-19	0.0	27	-4	5
- O=c1[nH]cnc2c1N=C(c1cccc([N+](=O)[O-])c1)CC(c1ccccc1)N2 (configuration not stated)
→ -1	-4	1	0	-1	-2.9	-7	-1	28

# Next section:
# Fields: XBP1 UPR activ	Mdm2-MdmX inh	CXCR6 block	CCR6 antagonist	EBI2 antag	CHOP UPR activ	APJ antagonist	APJ ag	tim23-1 inh
- CN(C)S(=O)(=O)c1cccc(C(=O)Nc2ccc(C(=O)Nc3cccc(S(N)(=O)=O)c3)cc2)c1
→ -4	41	-11	7	8	1.0	5	-5	8
- COc1ccc(C(=O)N(C)C2CCCc3ccccc32)cc1OC1CCN(C(C)C)CC1 (configuration not stated)
→ -3	-7	9	24	5	0.3	5	-5	1
- Cc1cc(N2CCN(c3ccc(F)cc3)CC2)nc(-c2ccccc2)n1
→ -3	0	1	-3	-19	-2.4	-15	0	-47
- CC(C[N+](C)(C)C)OC(N)=O (configuration not stated)
→ -2	-9	2	-4	3	0.3	-2	-3	7
- O=C(CN1CC[C@@]2(O)CCCC[C@H]2[C@@H]1c1ccc(F)cc1)NCc1ccco1
→ -3	-1	-2	0	16	1.4	6	-4	11
- COc1ccc(C2=NN(C(C)=O)CC2c2cccc([N+](=O)[O-])c2)cc1 (configuration not stated)
→ -3	13	-6	15	6	0.9	-4	-1	34
- COc1cccc(C2CC(=O)Nc3cc(OC)c(OC)c(OC)c32)c1OC (configuration not stated)
→ -2	31	2	-13	-8	-3.1	-12	1	1
- CC(C)N(Cc1ccccc1)C(=O)CC(=O)N(Cc1ccccc1)C(C)C
→ 1	33	7	-11	0	2.1	-15	-5	21
- Cc1cc(/C=C(\C#N)C(=O)NCc2cccs2)c(C)n1-c1ccccc1F
→ 9	8	7	7	51*	4.7	11	-5	3

# Screening results deposited in PubChem BioAssay by Sanford-Burnham Center for Chemical Genomics.

# Not all compounds are listed (hit frequency here may not be typical).
